Assay outcomes from PubChem.
mHTT-CaM PPI inh: disrupts binding of mutant huntingtin to calmodulin; 3.6% of 190,000 active; inhibition, % at 15 µM; P42858; AlphaScreen His-mHTT/GST-CaM binding, luminescence; AID 1671202;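 further: 0% = both proteins with DMSO and 100% = one protein alone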
Target sequence (P42858 whole entry, looked up, stated change not applied): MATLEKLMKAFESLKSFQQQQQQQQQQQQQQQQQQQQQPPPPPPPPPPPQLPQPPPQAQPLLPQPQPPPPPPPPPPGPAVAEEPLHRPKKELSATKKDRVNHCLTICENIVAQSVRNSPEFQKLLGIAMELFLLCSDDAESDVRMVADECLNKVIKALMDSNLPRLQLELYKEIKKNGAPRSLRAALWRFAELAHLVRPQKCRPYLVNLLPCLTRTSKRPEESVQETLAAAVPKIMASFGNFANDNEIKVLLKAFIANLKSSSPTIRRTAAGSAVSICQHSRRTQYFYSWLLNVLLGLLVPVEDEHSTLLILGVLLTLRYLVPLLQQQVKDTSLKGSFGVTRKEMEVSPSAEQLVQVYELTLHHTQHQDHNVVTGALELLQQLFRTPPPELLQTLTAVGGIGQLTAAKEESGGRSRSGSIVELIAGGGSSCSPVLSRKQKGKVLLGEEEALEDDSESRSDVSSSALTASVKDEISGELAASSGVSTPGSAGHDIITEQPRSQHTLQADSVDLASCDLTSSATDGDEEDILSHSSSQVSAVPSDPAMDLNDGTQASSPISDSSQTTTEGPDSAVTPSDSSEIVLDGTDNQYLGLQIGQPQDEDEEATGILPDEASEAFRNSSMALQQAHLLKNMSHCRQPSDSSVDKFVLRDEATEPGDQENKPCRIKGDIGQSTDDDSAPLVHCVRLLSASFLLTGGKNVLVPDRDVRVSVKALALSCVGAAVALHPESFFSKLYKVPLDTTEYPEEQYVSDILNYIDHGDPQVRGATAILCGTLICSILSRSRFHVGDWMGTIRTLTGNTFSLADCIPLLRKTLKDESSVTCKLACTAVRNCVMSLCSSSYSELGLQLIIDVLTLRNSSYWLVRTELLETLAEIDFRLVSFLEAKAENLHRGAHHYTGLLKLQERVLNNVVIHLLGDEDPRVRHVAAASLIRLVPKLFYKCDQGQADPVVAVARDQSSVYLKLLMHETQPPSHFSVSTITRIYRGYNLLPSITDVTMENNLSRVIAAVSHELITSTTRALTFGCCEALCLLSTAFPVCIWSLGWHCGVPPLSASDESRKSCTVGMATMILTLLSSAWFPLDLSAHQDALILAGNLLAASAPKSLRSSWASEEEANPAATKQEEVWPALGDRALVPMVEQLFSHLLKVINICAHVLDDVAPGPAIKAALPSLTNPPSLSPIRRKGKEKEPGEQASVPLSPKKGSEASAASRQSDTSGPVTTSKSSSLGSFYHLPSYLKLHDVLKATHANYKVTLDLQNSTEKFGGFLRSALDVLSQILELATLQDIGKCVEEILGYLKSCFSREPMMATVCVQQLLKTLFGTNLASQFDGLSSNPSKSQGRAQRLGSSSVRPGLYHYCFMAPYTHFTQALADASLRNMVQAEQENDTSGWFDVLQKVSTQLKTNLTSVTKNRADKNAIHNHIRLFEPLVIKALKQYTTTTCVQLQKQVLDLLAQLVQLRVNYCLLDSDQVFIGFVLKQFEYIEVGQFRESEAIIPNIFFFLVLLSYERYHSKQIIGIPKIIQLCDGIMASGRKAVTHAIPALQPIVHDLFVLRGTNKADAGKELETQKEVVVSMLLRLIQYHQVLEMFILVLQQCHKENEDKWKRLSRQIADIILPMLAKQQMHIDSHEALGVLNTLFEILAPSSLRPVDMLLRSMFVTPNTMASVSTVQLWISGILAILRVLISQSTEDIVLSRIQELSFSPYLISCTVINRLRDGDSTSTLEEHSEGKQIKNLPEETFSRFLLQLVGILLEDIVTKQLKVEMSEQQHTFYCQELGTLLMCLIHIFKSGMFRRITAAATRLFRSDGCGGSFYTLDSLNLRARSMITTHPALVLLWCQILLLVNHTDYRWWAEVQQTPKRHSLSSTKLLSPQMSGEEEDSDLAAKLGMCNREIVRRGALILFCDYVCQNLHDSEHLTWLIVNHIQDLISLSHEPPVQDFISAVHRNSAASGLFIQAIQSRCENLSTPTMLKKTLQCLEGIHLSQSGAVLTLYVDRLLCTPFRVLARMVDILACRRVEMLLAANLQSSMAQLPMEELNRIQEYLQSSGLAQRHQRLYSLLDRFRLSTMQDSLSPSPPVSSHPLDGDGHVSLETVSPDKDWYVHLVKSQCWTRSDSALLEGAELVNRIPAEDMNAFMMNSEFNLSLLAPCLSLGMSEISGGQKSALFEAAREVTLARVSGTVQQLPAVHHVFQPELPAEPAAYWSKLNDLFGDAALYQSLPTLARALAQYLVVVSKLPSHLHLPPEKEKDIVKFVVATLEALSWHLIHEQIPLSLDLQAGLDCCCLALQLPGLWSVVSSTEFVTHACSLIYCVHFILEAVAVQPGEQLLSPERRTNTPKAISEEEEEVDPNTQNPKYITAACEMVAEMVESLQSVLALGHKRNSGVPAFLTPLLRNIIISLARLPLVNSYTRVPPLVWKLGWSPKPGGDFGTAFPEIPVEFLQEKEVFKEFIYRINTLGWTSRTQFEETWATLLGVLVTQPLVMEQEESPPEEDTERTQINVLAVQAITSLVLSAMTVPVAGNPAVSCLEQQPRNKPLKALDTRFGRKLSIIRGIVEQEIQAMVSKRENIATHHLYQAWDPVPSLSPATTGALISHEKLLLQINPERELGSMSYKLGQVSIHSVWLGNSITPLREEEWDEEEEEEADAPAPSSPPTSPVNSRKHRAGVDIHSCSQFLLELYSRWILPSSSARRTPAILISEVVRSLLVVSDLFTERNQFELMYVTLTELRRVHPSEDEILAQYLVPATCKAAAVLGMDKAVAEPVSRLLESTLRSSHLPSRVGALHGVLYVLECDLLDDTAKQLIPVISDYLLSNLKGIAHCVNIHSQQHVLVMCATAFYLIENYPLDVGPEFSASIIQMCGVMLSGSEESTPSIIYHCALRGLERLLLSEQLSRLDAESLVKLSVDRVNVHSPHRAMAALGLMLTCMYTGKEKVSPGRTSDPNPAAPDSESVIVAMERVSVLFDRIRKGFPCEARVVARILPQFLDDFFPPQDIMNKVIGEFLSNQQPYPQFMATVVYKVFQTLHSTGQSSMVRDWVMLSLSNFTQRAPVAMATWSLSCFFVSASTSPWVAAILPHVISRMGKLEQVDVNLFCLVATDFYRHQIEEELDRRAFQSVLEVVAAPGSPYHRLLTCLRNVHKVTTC
Pf apPOL inh: Pf-apPOL DNA polymerase inhibition; Recombinant Pf-apPOL, molecular beacon fluorescence, 1.5 h; AID 1794808; 0.25% of 210,000 active; inhibition, % at 10 µM
Starred values were filed as active, the others as inactive; · = not tested or not shown; & = joins results of further samples. No stated cut-off is given here; in the data, active means inhibition above about 50%; inactive means the rest.

Each structure is followed by: Pf apPOL inh | mHTT-CaM PPI inh
> Cc1c(C)c(C)c(C(=O)c2ccc(NC(=O)c3ccc(Cl)c(Cl)c3)cc2)c(C)c1C
  8&-17 | ·
> CC(C)CN(CC(C)C)c1ccc([N+](=O)[O-])cc1C1Oc2c1c(=O)n(C)c(=O)n2C (stereo not drawn)
  -1 | 43
> COc1cccc(NC(=O)CN2CCN(C3c4ccccc4-c4ccccc43)CC2)c1
  0 | 25
> N#CCSc1nc(N)c(C#N)c(C2CCCCC2)c1C#N
  5 | -2
> O=C(Cc1cccs1)Nc1cccn2nc(C3CC3)nc12
  61* | 35
> CC(C)C(=O)Nc1c2c(nn1-c1ccc(Cl)cc1)CS(=O)(=O)C2
  -3 | 2
> O=C(NCc1ccco1)c1cc(-c2cccnc2)nc2ccccc12
  -4 | 36
> CCCCOC(=O)Nc1nc2ccc(OC)cc2s1
  -100 | 1
> Cc1ccccc1-n1nc2c(c1NC(=O)c1cccc([N+](=O)[O-])c1C)CSC2
  -5 | 41
> CC1CCN(C(=O)c2ccc3ncnc(N4CCCC4)c3c2)CC1
  -2 | 4
> N#Cc1c(SCCN2CCCC2)nc2c(c1C(F)(F)F)CCCCC2
  · | 1
> O=C(c1ccc([N+](=O)[O-])cc1Cl)N1CCOCC1
  -4 | -2
> CC1(C)CC(=O)C2=C(C1)N=C1c3ccccc3C(=O)C1C2c1ccc(O)c(O)c1 (stereo not drawn)
  12 | 48
> O=C(C1=C(O)C(=O)N(CCN2CCOCC2)C1c1ccco1)c1ccco1 (stereo not drawn)
  · | 0
> O=C1N(CN2CCCCCC2)c2ccccc2C12OCCO2
  -18 | ·
> CCCCCCN1CCN(C2CN(Cc3ccc([N+](=O)[O-])cc3)S(=O)(=O)C2)CC1 (stereo not drawn)
  -1 | 5
> COc1cc(C2C(C#N)=C(N)Oc3n[nH]c(C)c32)ccc1O (stereo not drawn)
  1&-3 | 4&0
> c1ccc(Cc2nnc(SCc3nnc(-c4ccccc4)o3)n2-c2ccccc2)cc1
  -2 | 8
> N#C/C(=C\c1ccc(O)c([N+](=O)[O-])c1)c1nc2ccccc2[nH]1
  1 | 10
> COc1ccccc1N1CCN(C(=O)CC(C)c2ccccc2)CC1 (stereo not drawn)
  -1 | 5
> COc1ccccc1NC(=O)c1ccc(-c2nc3ccccc3s2)s1
  -2 | -8
> Cc1cc(Oc2ccc(C(F)(F)F)cc2NC(=O)C(Cl)(Cl)Cl)cc(C)c1Cl
  -3&4 | ·
> Cc1ccc(NC(=O)c2cnc3n(c2=O)CCS3)cc1
  0 | 0
> COCCC1CCN(C(=O)CN(C)C(=O)c2ccc(OC)cc2)CC1
  0 | -3
> CCc1ccc(/C=C2\NC(=O)N(Cc3ccccc3F)C2=O)cc1
  0 | -5
> CC1(C(=O)NCc2ccco2)COC(c2ccccc2)OC1 (stereo not drawn)
  0 | 0
> COc1ccc(-c2cc(N3CCN(C(=O)c4c(F)cccc4Cl)CC3)ncn2)cc1
  -9 | 26
> CCC(CC)C(=O)N1CCc2c(c(C(=O)NCc3ccccc3)nn2C)C1
  -4 | 51*
> O=C(CSc1ccccn1)Nc1ccc(Br)cc1
  3 | -12
> O=C(Cc1ccccc1F)N1CCC(COc2ccccc2C(=O)N2CCCCC2)CC1
  71* | 1

Next part.
Each structure is followed by: Pf apPOL inh | mHTT-CaM PPI inh
> Cc1c(C(=O)NCCc2ccc(Cl)cc2)oc2ccc(S(=O)(=O)N3CCCCC3)cc12
  -13 | -11
> Clc1ccc(-c2noc(CN3CCOCC3)n2)cc1
  -14 | ·
> O=S1(=O)CCO[C@H]2Cc3ccccc3[C@H]2N1Cc1ccc(F)cc1
  -6 | 3
> C=CCNC(=O)COc1cccc(C)c1
  2 | -1
> CC(=O)Nc1cccc(N2CC(C(=O)NCc3ccccc3)CC2=O)c1 (stereo not drawn)
  -4 | -6
> Cc1ccc(C)c(OCc2nc(-c3cccc([N+](=O)[O-])c3)no2)c1
  4 | -2
> CCc1ccc(C(=O)/C=C/Nc2ccc(S(=O)(=O)Nc3cnc4ccccc4n3)cc2)cc1
  5 | -2
> O=C(NCc1ccccn1)c1cc2n(n1)CCCN(Cc1cccc(F)c1)C2=O
  2 | -2
> Cc1ccc(NC(=O)C(=O)NN=Cc2ccc3c(c2)OCO3)cc1C
  -4 | ·
> COc1cccc(-c2nc(C3CCN(C(=O)c4cc5ccccc5[nH]4)CC3)no2)c1
  -22 | 8
> O=C(Cc1cccs1)N1CCC(c2cnn(-c3cccc(F)c3)c2)CC1
  -3 | -11
> O=C(CC1CCCC1)N1CCC(c2nc(-c3ccncc3)no2)C1 (stereo not drawn)
  2 | 8
> CCCCC(=O)N1CCC(c2ccn3ncc(C(=O)N4CCCC4)c3c2)CC1
  -6 | 6
> CCn1nccc1C(=O)NC1(c2nc(-c3cccnc3)no2)CCCCC1
  -2 | 3
> COc1ccc(C(C)=NOC(=O)c2ccc(Cl)cc2)cc1CSc1ccccn1
  -9 | ·
> O=c1oc2ccc(Cl)cc2nc1C=C(O)c1ccc(Br)cc1
  -2 | 24
> Cc1nc(NC(=O)Cc2csc(NC(=O)c3ccc(=O)[nH]c3)n2)sc1C(=O)N(C)C
  9 | 17
> Cc1cccc(-n2nc3c(c2NC(=O)c2ccc(Br)o2)CS(=O)C3)c1C (stereo not drawn)
  0 | 4
> O=c1[nH]cc(C(F)(F)F)cc1[N+](=O)[O-]
  -14 | ·
> COC(=O)c1c(N)sc2c1CCC2
  · | -2
> O=C(NCc1ccco1)C1CC(=O)N(c2ccc3c(c2)CCN3C(=O)C2CC2)C1 (stereo not drawn)
  -1 | 0
> CCC(C)NC(=O)c1oc2ccc(S(=O)(=O)N(CC)CC)cc2c1C (stereo not drawn)
  6 | 5
> Cc1cccc(CN2CCCn3nc(C(=O)NC4CCS(=O)(=O)C4)cc3C2=O)c1 (stereo not drawn)
  0 | -3
> Cc1cccc(-c2noc(C3CCCN3C(=O)c3cc(Cl)ccc3F)n2)c1 (stereo not drawn)
  -2 | -8
> COc1ccc(OC)c(-c2ccc(=O)n(CCNC(=O)Nc3ccccc3OC)n2)c1
  -8 | 10
> COc1ccc2cc3cc(C(=O)Nc4cccc(C#N)c4)sc3nc2c1
  -12 | 0
> COc1cc(C2SCC(=O)N2Cc2ccco2)cc([N+](=O)[O-])c1O (stereo not drawn)
  -10 | 5
> C=CCc1cccc(C)c1OCCOCCN1CCCC1
  -5 | -2
> N#CC1=C(N)OC2=C(C(=O)CCC2)C1c1cc([N+](=O)[O-])cs1 (stereo not drawn)
  -9 | 1
> CC1CCCC(Nc2ccc(N3C(=O)C4C5C=CC(C5)C4C3=O)cc2[N+](=O)[O-])C1C (stereo not drawn)
  -19 | 55*

The list goes on.
Each structure is followed by: Pf apPOL inh | mHTT-CaM PPI inh
> Cc1ccc2nc(C3CN(C(=O)c4cc(-c5cccs5)[nH]n4)C3)[nH]c2c1
  -4 | 53*
> N#CC1=C(N)Oc2n[nH]c(-c3ccccc3)c2C1c1ccc(Cl)cc1 (stereo not drawn)
  -1 | 10
> Cc1cccc(N2CCN(C(=O)c3cn4cc(C)ccc4n3)CC2)c1
  -3 | 8
> Fc1cccc(Cl)c1C=Nc1ccc2c(c1)OCCOCCOCCO2
  -8 | -5
> Cc1scc2nc(C(=O)N3CCCC3)nc(N3CCC(C)CC3)c12
  -6 | 11
> COc1ccccc1Oc1coc2cc(OC(=O)c3ccccc3)ccc2c1=O
  -1 | 0
> COc1ccc2c(c1OC)C(=O)N1C(C(=O)O)CSC21 (stereo not drawn)
  · | 3
> C=CCOc1c(Cl)cc(C=O)cc1OC
  -6 | -1
> O=S(=O)(c1ccc2c(c1)CCO2)N1CCCc2ccccc21
  -2 | ·
> Fc1cccc(CN2CCCCCCC2)c1
  3 | -2
> O=C(NCc1ccc(N2CCCCCC2)nc1)c1ccccc1Cl
  2 | 14
> Cc1ccccc1C(=O)N1CCC2(CC1)NC(=O)c1cccc(Cl)c1N2
  7 | 4
> COc1ccc(-n2ccnc2SCC(=O)Nc2cccc(C(F)(F)F)c2)cc1
  2 | 25
> N#CC1=C(N)Oc2n[nH]c(-c3ccc(Cl)cc3)c2C1c1cn[nH]c1-c1ccc(F)cc1 (stereo not drawn)
  -14 | 36
> COCCNC(=O)c1cn(C)c(=O)c2c1c1ccccc1n2C
  -7 | 2
> C=C(C)COc1ccc2c(c1)OC(=CC1=Cc3ccccc3OC1)C2=O
  0 | 17
> NC(=S)Nc1ccc(F)c(Cl)c1
  2 | ·
> CC(C)C(=O)Nc1ccc(NC(=O)c2ccc([N+](=O)[O-])cc2Cl)cc1
  2 | -6
> CCOC(=O)c1csc(NC(=O)C2CCN(S(=O)(=O)c3ccc(F)cc3)CC2)n1
  9 | 2
> Cc1nnc(SCC(=O)N2CCCc3ccccc32)[nH]c1=O
  -4 | -2
> CCC(Sc1nc(Nc2ccc(F)cc2)c2ccccc2n1)C(=O)NCCCOC (stereo not drawn)
  -6 | 29
> Oc1ccc(O)c(SCCCCN2CCOCC2)c1
  -7 | 25
> O=C(NCc1cccc(F)c1)C1CCN(c2cncnc2N2CCCC2)CC1
  -9 | 17
> O=C(NC(c1ccccc1)c1ccccc1)N1CCC(c2nnc(-c3ccco3)o2)CC1
  -4 | -12
> O=C(c1cccc(Cl)c1)N1CCC2(CC1)NC(=O)N(Cc1cccc(Cl)c1)C2=O
  -8 | 30
> CN(C)C1CCCC1C(C)(C)OC(=O)c1ccc([N+](=O)[O-])cc1[N+](=O)[O-] (stereo not drawn)
  4&2 | ·
> Cc1ccc(S(=O)(=O)N2CCN(C(=O)CN3CCN(C)CC3)C2)cc1
  -2 | -4
> CCCN(C)c1ccc2ncc(=O)n(C)c2n1
  -27 | -6
> Nc1cc(C2CCN(S(=O)(=O)c3ccccc3)CC2)no1
  -4 | 4
> O=C(NCc1ccc(F)c(Cl)c1)C1CCCN(c2nccnc2Oc2ccccc2)C1 (stereo not drawn)
  -5 | -7

Fetched one by one from the list above (two):
Each structure is followed by: Pf apPOL inh | mHTT-CaM PPI inh
> O=C(NCc1ccc(F)c(Cl)c1)C1CCCN(c2nccnc2Oc2ccccc2)C1 (stereo not drawn)
  -5 | -7
> O=C(c1cccc(Cl)c1)N1CCC2(CC1)NC(=O)N(Cc1cccc(Cl)c1)C2=O
  -8 | 30

Continued.
Each structure is followed by: Pf apPOL inh | mHTT-CaM PPI inh
> O=C(NCc1cccs1)C(c1ccccc1)n1cccc1 (stereo not drawn)
  19 | 19
> O=C(NC1CCCCC1)N1CCN(c2ccc(F)cc2)CC1
  -8 | -1
> COc1ccccc1N1CCN(c2ccc([N+](=O)[O-])c3cccnc23)CC1
  1 | 4
> COCCN1C(=O)CCc2c(C)nc(-c3cnccn3)nc21
  -1 | 1
> Cc1ccc(N=Cc2nc(-c3ccccc3)oc2O)cc1Cl
  -10 | 2
> CCOC(=O)Cn1cc(CN2CCS(=O)(=O)N(Cc3ccc(C)cc3)C(C(=O)OC)C2)nn1 (stereo not drawn)
  2 | -10
> CN1CCN(c2ncncc2N2CCC(C(=O)N3CCOCC3)CC2)CC1
  1 | 1
> CCOC(CNC(=O)c1ccc2c(c1)NC(=O)CS2)OCC
  -16 | -6
> CCc1cccc(C)c1-n1nnnc1C(C)(C)N(C)C
  -4 | 0
> CCn1c(Br)nc2c1c(=O)n(C)c(=O)n2C
  1 | 3
> COc1ccc(NC(=O)c2cnc(N3CCN(c4ccccc4OC)CC3)nc2N)cc1
  -6 | 8
> O=C1CC(N2CCOCC2)C(=O)N1c1ccc(OC(F)(F)Cl)cc1 (stereo not drawn)
  -4 | -2
> Nc1nonc1OCCN1CCN(c2ccc([N+](=O)[O-])c3cccnc23)CC1
  -1&-82 | 17&3
> Cc1nc2nc(SCC(=O)NCc3cccs3)nn2c(C)c1Cc1c(F)cccc1Cl
  0 | 10
> Cc1ccccc1C(=O)N1CCN(c2nc(CN3CCCC3)cs2)CC1
  0 | 15
> Cc1ccccc1CNC(=O)C1CC(=O)N(CCc2ccccc2)C1 (stereo not drawn)
  -2 | 5
> O=C(c1ccco1)N1CCN(C2CN(Cc3ccc([N+](=O)[O-])cc3)S(=O)(=O)C2)CC1 (stereo not drawn)
  0 | 19
> CCCN(CCC)S(=O)(=O)c1ccc(C(=O)Nc2ccccc2-c2nc3ccccc3[nH]2)cc1
  0 | 1
> O=C(CCCOc1ccc(Cl)cc1)N1CCOCC1
  42 | -3
> Cc1ccc(NC(=O)C2(C)Oc3cccnc3N(C)C2=O)cc1 (stereo not drawn)
  -2 | -10
> Cc1nnc(Sc2cc(C(=O)NC(C)c3ccc4c(c3)OCCO4)c3ccccc3n2)s1 (stereo not drawn)
  -20 | 19
> CC1=C(C(=O)N2CCN(c3cccc(Cl)c3)CC2)C2(CCCCC2)OC1=O
  -4 | 10
> O=C(Nc1ccc(-n2cnnn2)cc1)C1CN(c2nc3ccccc3s2)C1
  -2 | -17
> c1ccc(N2CCN(c3cc(-n4cccn4)ncn3)CC2)cc1
  -3 | -2
> COc1ccc(C2=NOC(C(=O)Nc3ccc(F)cc3F)C2)cc1OC (stereo not drawn)
  -7 | 4
> COc1ccc([N+](=O)[O-])cc1CSc1nnc(NC(C)=O)s1
  -4 | -5
> CCOC(=O)c1ccc(Oc2c(C)oc3c(CN(CC)CC)c(O)ccc3c2=O)cc1
  -4 | 14
> O=S(=O)(c1ccc(F)cc1)N1CCc2[nH]c3ccccc3c2C1
  -2 | -2
> CC(C)Oc1ccc(C(=O)Nc2nnc(-c3ccc(F)cc3)s2)cc1
  1 | -2
> Cc1oc(C2CCN(C(=O)NCc3ccccc3)CC2)nc1C(=O)N(C)C
  -4 | -4
> CC1=C(C(N)=O)C(c2ccc(OCc3ccccc3)cc2)n2nnnc2N1 (stereo not drawn)
  -1 | -2

Record cards, as listed above. Order of screens: Pf apPOL inh	mHTT-CaM PPI inh
Entry for CC(C)CN(CC(C)C)c1ccc([N+](=O)[O-])cc1C1Oc2c1c(=O)n(C)c(=O)n2C (stereo not drawn) → -1	43
Entry for COc1ccccc1N1CCN(c2ccc([N+](=O)[O-])c3cccnc23)CC1 → 1	4
Entry for N#CC1=C(N)OC2=C(C(=O)CCC2)C1c1cc([N+](=O)[O-])cs1 (stereo not drawn) → -9	1
Entry for Cc1ccccc1CNC(=O)C1CC(=O)N(CCc2ccccc2)C1 (stereo not drawn) → -2	5
Entry for COc1ccc2c(c1OC)C(=O)N1C(C(=O)O)CSC21 (stereo not drawn) → ·	3
